Efflux pump inh = inhibitors of Candida efflux pumps in yeast, primary screen, S. cerevisiae, Nile Red, multiplex; inhibition, % at 10 µM; hit rate 0.44% among 330,000; S. cerevisiae Candida pump triplex;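 active = plate passing quality check with inhibition over a set limit, or well fluorescence over plate mean plus 4 SD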;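 also: Nile Red retained in pooled yeast measured as flow cytometry median fluorescence; 0% = buffer negative control and 100% = Enniatin B positive control; higher means more Nile Red kept so more efflux inhibition; some compounds called inactive have numbers as strong as hits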
EBNA-1 inh = EBNA-1 DNA-binding inhibitors, primary screen, biochemical, fluorescence polarization; inhibition, % at 14.8 µM; hit rate 0.34% among 300,000; AID 1950, 2009; in the data active = inhibition above about 28%
PREPL inh = PREPL enzyme inhibitors, primary screen, biochemical, fluorescence polarization; hit rate 0.68% among 320,000; recombinant PREPL, fluorescence polarization activity-based probe; inhibition, % at 5.96 µM; in the data active = inhibition above about 43%;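 also: 0% = enzyme with DMSO and 100% = wells lacking enzyme; many of its hits are not listed in these tables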
Target sequence (Q4J6C6 whole entry, looked up): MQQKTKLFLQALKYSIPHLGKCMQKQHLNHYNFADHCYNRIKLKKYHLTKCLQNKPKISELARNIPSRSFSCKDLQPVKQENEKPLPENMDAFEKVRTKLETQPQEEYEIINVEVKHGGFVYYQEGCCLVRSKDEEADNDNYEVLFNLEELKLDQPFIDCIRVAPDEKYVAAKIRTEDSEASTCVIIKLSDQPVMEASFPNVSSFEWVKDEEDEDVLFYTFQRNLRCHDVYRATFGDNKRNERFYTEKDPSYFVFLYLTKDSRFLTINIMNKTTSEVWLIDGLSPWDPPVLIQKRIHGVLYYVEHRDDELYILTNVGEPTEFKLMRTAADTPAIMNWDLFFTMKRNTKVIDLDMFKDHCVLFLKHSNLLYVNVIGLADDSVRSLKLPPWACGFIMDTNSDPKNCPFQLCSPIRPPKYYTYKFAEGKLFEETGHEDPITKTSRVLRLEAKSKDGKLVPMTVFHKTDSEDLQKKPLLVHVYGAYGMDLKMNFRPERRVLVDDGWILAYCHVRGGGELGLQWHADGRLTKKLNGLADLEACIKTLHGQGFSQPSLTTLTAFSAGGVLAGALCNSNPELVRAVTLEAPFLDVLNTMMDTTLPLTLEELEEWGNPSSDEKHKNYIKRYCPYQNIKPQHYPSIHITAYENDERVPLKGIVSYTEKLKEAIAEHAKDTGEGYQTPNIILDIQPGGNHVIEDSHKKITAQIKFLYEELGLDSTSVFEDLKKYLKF
Fh CTSL1 inh = Fasciola hepatica cathepsin L1 inhibitors, primary screen, counter-screen for PFM18AAP inhibitor project, biochemical, QFRET, fluorogenic peptide substrate | recombinant F. hepatica cathepsin L1, Z-Leu-Arg-MCA fluorescence | inhibition, % at 5.96 µM | hit rate 0.49% among 300,000 | AID 1906, 2009;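 active = inhibition above the mean of all tested compounds plus 3 SD, set per screening campaign, cut at about 17% in these data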;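 also: 0% = plate median of test compound wells and 100% = 1 µM Z-Phe-Ala-diazomethylketone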
ZTA DNA inh = counter-screen for EBNA-1 inhibitors: inhibitors of Epstein-Barr virus ZTA; P03206; ZTA-DNA binding, fluorescence polarization; inhibition, % at 11 µM; hit rate 0.15% among 320,000; in the data active = inhibition above about 33%
Target sequence (P03206 whole entry, looked up): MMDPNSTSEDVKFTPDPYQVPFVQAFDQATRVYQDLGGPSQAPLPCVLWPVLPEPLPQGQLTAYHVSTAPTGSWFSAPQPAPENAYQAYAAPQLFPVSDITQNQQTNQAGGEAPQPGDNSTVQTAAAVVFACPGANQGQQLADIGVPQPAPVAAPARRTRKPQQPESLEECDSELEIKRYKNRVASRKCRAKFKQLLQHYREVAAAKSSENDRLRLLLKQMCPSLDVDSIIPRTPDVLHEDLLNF
TPT1 inhibitor = Candida albicans TPT1 enzyme inhibitors, primary screen, biochemical, fluorescence polarization | hit rate 0.81% among 300,000 | tRNA 2'-phosphotransferase TPT1 (Candida albicans SC5314) | AID 1962, 2009 | recombinant caTPT1, FP RNA substrate dephosphorylation | inhibition, % at 5 µM;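 active = inhibition above the mean of all tested compounds plus 3 SD, set per screening campaign, cut at about 24% in these data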;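 also: plate controls were DMSO alone for no effect and ferristatin control at 100 nM for full effect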
PP1 inh = PP1-alpha phosphatase inhibitors, primary screen, counter-screen for PP5 inhibitor project, biochemical, fluorescence, OMFP substrate, single point; purified PP1alpha; Serine/threonine-protein phosphatase PP1-alpha catalytic subunit (Homo sapiens), P62136; hit rate 0.9% among 320,000; inhibition, % at 6.7 µM;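 active = inhibition above the mean inhibition of all tested compounds plus 3 SD, computed separately for each screening campaign, cut at about 15% in these data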
core dimer inh = inhibitors of HCV core protein dimerization, primary screen, biochemical, TR-FRET, high-throughput; TR-FRET GST/Flag-core106 dimerization, 1536-well; hit rate 0.33% among 300,000; AID 1899, 2009; inhibition, % at 5 µM;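 active = inhibition above the mean of all tested compounds plus 3 SD, set per screening campaign, cut at about 45% in these data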
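System: GST-tagged and Flag-tagged HCV core protein residues 1-106 / Input: core106 proteins, GST 13.5 nM and Flag 17 nM / Buffer or medium: KF-containing HEPES buffer, pH 7.45, DTT, CHAPS, BSA / Probe or stimulus: Eu-anti-GST and XL665-anti-Flag labelled anti-tag antibodies / Schedule: 4 h, 22.5 °C incubation / Technique: TR-FRET 671 and 617 nm emission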
PP5 inh = PP5 phosphatase inhibitors, primary screen, biochemical, fluorescence | Serine/threonine-protein phosphatase 5 (Homo sapiens), P53041 | purified PP5c, OMFP substrate fluorescence | inhibition, % at 6.7 µM | hit rate 0.18% among 320,000 | AID 1987, 2009;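 active = inhibition above the campaign's mean inhibition across all tested compounds plus 3 SD, cut at about 9.5% in these data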;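 also: 0% = DMSO only and 100% = 100 µM cantharidin control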
Starred values were filed as active, the others as inactive.

Every second line gives: Efflux pump inh	EBNA-1 inh	PREPL inh	Fh CTSL1 inh	ZTA DNA inh	TPT1 inhibitor	PP1 inh	core dimer inh	PP5 inh
COc1ccc2c(c1OC)C(=O)N(c1cccc(C(F)(F)F)c1)C2
    -0.1	-6.3	12.9	2.1	12.6	2.0	-2.7	0.2	4.9
Cc1cc(SCC(=O)NCC2CCCO2)nc2ccccc12 (centres undefined)
    0.2	-2.7	-0.7	1.8	10.1	29.9*	-6.4	9.3	0.8
O=C(CSCC(=O)N1CCCCC1)Nc1nc(-c2ccccc2)c(-c2ccccc2)s1
    0.3	3.4	7.0	3.4	-7.3	-5.4	7.3	-88.6	0.2
COc1ccc(/C(C)=N/OC/C(O)=C(\C#N)c2nc3ccccc3[nH]2)c(OC)c1
    0.0	3.0	-9.1	-3.2	-4.1	-2.1	-2.6	-2.7	0.7
COc1ccccc1NS(=O)(=O)c1c(C)nc2sccn2c1=O
    -0.1	3.7	1.5	1.3	2.3	0.2	-1.9	-2.1	0.9
COc1ccc(Cl)cc1NC(=O)Cn1nc(-c2ccc(C)cc2)n(C)c1=S
    0.1	-4.3	-2.3	0.1	9.4	2.9	4.4	2.9	-1.8
C/C(=N\NC(=O)CC(C)C)c1ccc(Cl)c(Cl)c1
    -0.1	0.1	5.1	3.3	-11.4	-0.7	-3.2	-5.0	2.0
O=[N+]([O-])c1ccccc1S(=O)(=O)Nc1cccc(-c2ccc(N3CCOCC3)nn2)c1
    -0.1	-2.3	-0.4	13.8	-28.8	0.1	2.6	7.2	4.8
Cc1cc(/C=C(\C#N)C(=O)OCC(=O)Nc2ccc(OC(F)F)cc2)c(C)n1CC(C)C
    -0.4	-2.1	3.6	-3.0	-7.3	7.0	3.1	2.0	4.9
CN(C)CC#CCOC(c1ccccc1)c1ccccc1
    0.2	-13.0	9.8	-5.7	-18.1	-1.5	2.9	0.1	-1.1

3 compounds out of the list, arranged by SMILES length, high to low:
Every second line gives: Efflux pump inh	EBNA-1 inh	PREPL inh	Fh CTSL1 inh	ZTA DNA inh	TPT1 inhibitor	PP1 inh	core dimer inh	PP5 inh
Cc1cc(/C=C(\C#N)C(=O)OCC(=O)Nc2ccc(OC(F)F)cc2)c(C)n1CC(C)C
    -0.4	-2.1	3.6	-3.0	-7.3	7.0	3.1	2.0	4.9
COc1ccc(/C(C)=N/OC/C(O)=C(\C#N)c2nc3ccccc3[nH]2)c(OC)c1
    0.0	3.0	-9.1	-3.2	-4.1	-2.1	-2.6	-2.7	0.7
COc1ccccc1NS(=O)(=O)c1c(C)nc2sccn2c1=O
    -0.1	3.7	1.5	1.3	2.3	0.2	-1.9	-2.1	0.9

Remaining list, next part
Every second line gives: Efflux pump inh	EBNA-1 inh	PREPL inh	Fh CTSL1 inh	ZTA DNA inh	TPT1 inhibitor	PP1 inh	core dimer inh	PP5 inh
CCN(CC)CCOC(=O)c1ccc(NC(=S)NC(=O)/C=C/c2ccco2)cc1
    0.0	-9.0	5.6	0.8	-4.7	3.2	-3.2	0.4	0.7
O=C(O)C1CCCN1c1nc(C(F)(F)F)nc2ccccc12 (centres undefined)
    -0.3	0.9	-0.8	-1.8	2.2	-4.7	-3.6	-4.8	2.0
COc1ccccc1C1CC(c2ccccc2)=NN1C(=S)Nc1ccccc1 (centres undefined)
    0.1	4.7	-2.1	5.0	18.7	-2.6	1.8	1.5	2.7
O=C(Nn1cc(C(=O)Nc2ccccc2F)c2ccccc2c1=O)c1cnccn1
    -0.2	-4.0	24.2	3.9	-0.8	0.1	-0.6	-0.3	-0.7
CCn1ncc([N+](=O)[O-])c1C(=O)N1CCCC1
    -0.2	-6.0	0.2	4.4	6.6	0.8	-2.5	0.4	-1.4
Cc1cc2c(cc1C)/C(=N/NC(=O)c1ccccn1)CCC2
    0.0	6.5	-3.4	-2.1	7.8	1.9	-4.1	5.8	-0.3
COc1ccc(OC)c(C(c2nnnn2C(C)(C)C)N2CCc3ccccc3C2)c1 (centres undefined)
    -0.2	-8.3	4.6	1.0	-32.3	0.1	3.2	4.0	4.0
Cc1sc(NC(=O)c2ccc(OCC(C)C)cc2)c(C(N)=O)c1-c1ccc(Cl)cc1Cl
    0.2	-6.1	1.4	-3.0	-10.5	-3.0	-2.5	0.9	1.1
CC(C)OCCCn1c(=S)[nH]c2cc3c(cc2c1=O)OCO3
    0.1	0.9	17.1	2.0	4.0	0.0	-1.9	2.5	-1.6
O=C1CSC(=S)N1c1ccc(F)cc1
    0.0	2.9	-0.5	-2.6	-7.2	0.1	-2.4	-4.7	-0.6

More results follow.
Every second line gives: Efflux pump inh	EBNA-1 inh	PREPL inh	Fh CTSL1 inh	ZTA DNA inh	TPT1 inhibitor	PP1 inh	core dimer inh	PP5 inh
CC(C)(CC(=O)O)CC(=O)Nc1cc(C(F)(F)F)cc(C(F)(F)F)c1
    0.0	-12.4	5.5	1.7	3.1	-0.4	0.2	-4.4	3.6
CC(=O)Nc1ccc(OCC(O)CNC2CCCC2)cc1 (centres undefined)
    0.0	-6.8	10.5	0.0	-7.6	-0.4	-2.1	-3.2	-1.1
O=C(NCc1ccccc1Cl)C(=O)c1c[nH]c2ccccc12
    -0.2	6.4	-14.3	-6.5	1.5	1.3	0.8	-0.8	6.6
CCCC(=O)NC(=S)Nc1cccc2c(O)cccc12
    0.2	-19.9	7.0	-0.9	-2.8	-2.3	-0.6	6.4	4.0
COc1ccc(C(=O)NN=C2CCCC2)cc1
    0.0	3.6	0.6	-1.7	5.4	1.8	0.0	4.0	-4.2
N#Cc1c(-c2ccc(Cl)cc2)ccnc1N1CCOCC1
    0.1	-17.4	14.4	3.2	3.3	0.0	4.1	0.3	2.7
CNC(=O)CCn1nc(-c2ccc(Cl)cc2)c2ccccc2c1=O
    0.0	-0.6	14.7	2.2	-12.2	-3.6	-1.1	-3.1	-2.2
COc1ccc(CCNC(=O)c2cc3c(=O)n4ccccc4nc3n(CCN3CCOCC3)c2=N)cc1
    0.0	-0.2	38.9	1.1	-1.8	1.5	-2.4	5.0	0.4
COc1cccc(NC(=O)CN(C)C(=O)c2cc(S(=O)(=O)NCc3ccccc3)ccc2C)c1
    -0.1	-4.4	21.5	3.7	-2.3	-5.2	-4.1	-5.4	-1.0
COC(=O)Cc1ccc(NC(=O)c2ccc(NC(=O)c3ccco3)cc2)cc1
    -0.1	5.5	-11.4	3.5	0.6	-2.6	-0.8	0.7	-1.3

The listing continues:
Every second line gives: Efflux pump inh	EBNA-1 inh	PREPL inh	Fh CTSL1 inh	ZTA DNA inh	TPT1 inhibitor	PP1 inh	core dimer inh	PP5 inh
O=c1cc(CN2CCN(c3ccccc3O)CC2)nc2sccn12
    -0.1	4.8	-3.8	-1.3	6.6	-14.9	-4.0	27.9	-1.8
CC1CN(c2cc(=O)n(Cc3ccc(F)cc3)c(=O)[nH]2)CC(C)O1 (centres undefined)
    -0.1	3.9	-3.1	-0.1	10.2	0.0	3.5	-4.0	0.2
CCN(CC)CCNC(=S)N1CCn2c(nc3ccccc32)C1
    -0.1	1.6	-38.8	-0.8	3.6	-3.1	-3.8	-0.8	-0.5
COCCn1c(C)cc(C(=O)CSc2ccc3ccccc3n2)c1C
    0.1	-4.5	9.8	-1.2	-16.4	-2.1	3.3	5.7	1.2
Cc1cc(C(=O)CSc2nnnn2-c2ccc(O)cc2)c(C)n1C
    -0.2	9.2	8.2	4.4	5.7	-2.4	-0.9	1.5	0.8
COc1ccccc1Cc1nc(-c2cccnc2)no1
    0.1	-6.5	-5.7	2.3	0.7	1.7	-1.1	-1.2	0.3
COc1ccc(-c2nc3scc(-c4ccc(OC)c(OC)c4)c3c(=O)o2)cc1
    0.3	2.8	9.1	0.6	0.8	1.1	1.9	3.4	0.9
Cc1cccc(C)c1NC(=S)N1CCCCCC1
    -0.1	-3.5	7.4	-3.9	7.5	-1.7	-7.0	-5.8	1.4
Cc1c(NS(=O)(=O)c2ccc(N=NN(C)C)cc2)c(=O)n(-c2ccccc2)n1C
    -0.1	8.6	11.4	7.0	1.6	-2.5	0.0	-1.8	-3.0
Cc1n[nH]c(=O)c2c(NC(=O)CSc3c(Cl)cccc3Cl)oc(C)c12
    0.2	5.5	-9.9	2.3	7.1	-0.3	-4.1	0.9	-0.4

Quoted at random: 3 records from the list, in no set order.
Every second line gives: Efflux pump inh	EBNA-1 inh	PREPL inh	Fh CTSL1 inh	ZTA DNA inh	TPT1 inhibitor	PP1 inh	core dimer inh	PP5 inh
COc1ccc(-c2nc3scc(-c4ccc(OC)c(OC)c4)c3c(=O)o2)cc1
    0.3	2.8	9.1	0.6	0.8	1.1	1.9	3.4	0.9
Cc1c(NS(=O)(=O)c2ccc(N=NN(C)C)cc2)c(=O)n(-c2ccccc2)n1C
    -0.1	8.6	11.4	7.0	1.6	-2.5	0.0	-1.8	-3.0
COCCn1c(C)cc(C(=O)CSc2ccc3ccccc3n2)c1C
    0.1	-4.5	9.8	-1.2	-16.4	-2.1	3.3	5.7	1.2

Going on with the list:
structure	Efflux pump inh	EBNA-1 inh	PREPL inh	Fh CTSL1 inh	ZTA DNA inh	TPT1 inhibitor	PP1 inh	core dimer inh	PP5 inh
COc1ccc(CNCC(O)(c2ccccc2)c2ccc(Cl)cc2)cc1 (centres undefined)	0.1	-10.3	-17.6	-0.5	12.3	4.0	-3.4	-4.6	2.4
CCC(C)NC(=O)NC(=O)CSc1nnc(-c2ccccc2F)n1C1CC1 (centres undefined)	0.1	-3.5	-3.4	-4.5	-1.5	1.9	2.8	4.2	3.9
CC(C)CCSc1nnc(N)s1	0.0	-8.0	5.7	5.5	9.1	-1.8	-3.2	-3.7	1.3
Cc1cccc(-c2noc(-c3ccc(Cl)cc3[N+](=O)[O-])n2)c1	-0.1	2.7	12.6	-3.9	-2.9	-3.5	1.7	-12.2	4.0
CCOC(=O)c1ccc(S(=O)(=O)Nc2cc(C(=O)O)ccc2Cl)cc1	0.2	-3.4	5.6	-6.6	0.0	4.2	-4.4	3.3	1.0
C=CCN(CC(=O)NCc1ccc(OC)cc1)C(=O)c1csnn1	0.0	9.1	4.5	3.2	-5.6	-0.9	-3.5	-0.4	-1.1
O=C(/C=C/c1cccs1)NCc1ccc2c(c1)OCO2	-0.5	-15.1	13.8	-4.3	-3.5	-0.1	0.2	-6.8	3.1
O=C(O)CC1(CC(=O)Nc2cc(F)ccc2Cl)CCCCC1	-0.1	-1.7	7.6	-4.3	-22.9	-6.0	-0.2	-2.4	3.9
COc1ccc(Nc2cc(C(=O)NCCCN3CCN(C)CC3)c3ccccc3n2)c(OC)c1	0.1	3.0	11.9	-0.1	-7.0	-0.2	-3.7	-15.1	3.8
C/C(=N\NC(=O)c1cc(C)nc2ccccc12)c1ccc([N+](=O)[O-])cc1	0.0	-0.6	-2.9	1.1	-2.6	-2.2	-3.3	3.1	-1.2
CN(CC1CCCO1)S(=O)(=O)c1ccc(C(=O)Nc2nc3cc4c(cc3s2)OCO4)cc1 (centres undefined)	0.3	-6.3	7.5	1.1	5.8	3.1	23.2*	-0.7	4.0

Assay outcomes from PubChem BioAssay.

An excerpt. The share of hits here may be higher or lower than overall.
